Screens (PubChem)
Pf apPOL inh = Pf-apPOL inhibitors, biochemical, fluorescence | Plasmodium falciparum apicoplast DNA polymerase (apPOL) | Recombinant Pf-apPOL, molecular beacon fluorescence, 1.5 h | inhibition, % at 10 µM | actives 0.25% (n = 210,000) | AID 1794808, 2022
mHTT CaM bind = mutant huntingtin-calmodulin interaction inhibitors – biochemical, AlphaScreen, primary screen | P42858 | AlphaScreen His-mHTT/GST-CaM binding, luminescence | inhibition, % at 15 µM | actives 3.6% (n = 190,000) | AID 1671202, 2021;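 further: 0% = both proteins with DMSO and 100% = one protein alone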
An asterisk follows results filed as active; x = not tested or not shown; & = joins results of further samples. No stated cut-off is given here; in the data, active means inhibition above about 50%; inactive means the rest. Some of the compounds tested; count on the stated rates, not on these rows.

SMILES	Pf apPOL inh	mHTT CaM bind
CCCNC(=O)Nc1ccc2snnc2c1	0	-10
CCCCN1CCN(C(=O)C2CC(=O)N(CCc3ccc(OC)c(OC)c3)C2)CC1 (centres undefined)	-2	-6
O=C(CCCCCN1C(=O)c2ccccc2C1=O)NC1CCCC1	1	-6
O=C(O)CSCc1cccc([N+](=O)[O-])c1	-11	-4
CS(=O)(=O)c1ccc2nc(NC(=O)c3ccccc3CCc3ccccc3)sc2c1	8	4
O=C(Cn1c(NCCCO)nc2ccccc21)c1ccc([N+](=O)[O-])cc1	3	7
Cc1ccc(C(=O)N2CCC(COc3ccc(C(=O)NC4CC4)cc3)CC2)cc1C	0	16
Cc1nc2c(c(Nc3ccc(C(=O)O)cc3)n1)CCC2	-14	-4
CC1CCN(S(=O)(=O)N2CCCC(C(=O)NCc3cccs3)C2)CC1 (centres undefined)	-26	-12
Cc1cc(=O)oc(C)c1C(=O)NCCN1CCN(c2ccccc2)CC1	-11	0
CNc1cc(Nc2ccc(C)cc2)c2c3c(onc13)-c1ccccc1C2=O	2	95*
O=C(O)c1ccc2ccccc2n1	0&-5	-1&0
CCOc1ccc(C(=O)N2CCc3c(c(-c4nc(C5CC5)no4)nn3C)C2)cc1	-5	20
CN1CCCc2cc(CCNC(=O)C(=O)NCc3cccs3)ccc21	-1	17
COc1ccc(NC(=O)CC2OCCN(C)C2=O)cc1 (centres undefined)	-7	6
CCc1cccc(NC(=O)N2CCc3c(nc4cc(-c5ccccc5)[nH]n4c3=O)C2)c1	0	44
O=[N+]([O-])c1ccc(-n2cccn2)c(-c2nn[nH]n2)c1	10	-1
O=C(O)c1cnn2c1NC(c1ccccc1)CC2C(F)(F)F (centres undefined)	0	2
O=C(c1ccoc1)N1CCCCC1c1nc(C2CC2)no1 (centres undefined)	4	6
Cc1sc2ccn(CC(C)C)c(=O)c2c1C(=O)N1CCCN(C)CC1	0	21

Continued (4 carried over from the part before).
SMILES	Pf apPOL inh	mHTT CaM bind
O=[N+]([O-])c1ccc(-n2cccn2)c(-c2nn[nH]n2)c1	10	-1
O=C(O)c1cnn2c1NC(c1ccccc1)CC2C(F)(F)F (centres undefined)	0	2
O=C(c1ccoc1)N1CCCCC1c1nc(C2CC2)no1 (centres undefined)	4	6
Cc1sc2ccn(CC(C)C)c(=O)c2c1C(=O)N1CCCN(C)CC1	0	21
Cc1ccccc1S(=O)(=O)N1CCC(c2nc(C(=O)N3CCCC3)c(C)o2)CC1	-6	2
CCn1cc(C(=O)Nc2cccc(OC)c2)c(=O)c2ccc(C)nc21	-6	1
COc1ccc(Cl)cc1C(=O)Nc1c2c(nn1-c1cccc(C)c1C)CS(=O)(=O)C2	-14	3
Cc1ccccc1Cn1cccc1/C=C1/C(=N)N2C=CSC2=NC1=O	-35	7
COC(=O)c1c[nH]c2ccccc12	3	x
COc1ccccc1NC(=O)C1=C(C)Nc2nnnn2C1c1ccccc1OC (centres undefined)	4	6
CC(=O)Nc1ccccc1C(=O)C(=O)Nc1cccc(C(=O)NCc2ccc3c(c2)OCO3)c1	-5	7
O=C(/C=C/c1ccc2c(c1)OCO2)c1ccc(NC(=O)c2ccco2)cc1	-1	32
Cc1ncc(CO)c2cc(-c3nnc(NCC4CCCO4)s3)c(=O)oc12 (centres undefined)	-4	3
O=C(CCNc1ccc(-c2ccccc2)cc1)c1cccs1	-4	0
CCOC(=O)Cc1csc(NC(=O)c2nnn(-c3ncc(C)s3)c2C)n1	-4	-18
Cc1cc(F)c(F)c(C(=O)N2CCCC2)c1Cl	-2	-9
O=C(Nc1ccc(NC(=O)c2ccc([N+](=O)[O-])cc2Cl)cc1)c1ccccc1	0	-4
CN(C)c1c2c(c(C#N)c3nc4ccccc4n13)CCC2	-8	-1&1
O=S1(=O)c2c(F)cccc2OC(COc2ccccc2)CN1CCc1ccc(F)cc1 (centres undefined)	-3	-11
COc1cccc(-c2nc(Cn3ccnc3)no2)c1	1	-11
O=S(=O)(c1ccc(Cl)cc1)N1CCCN(c2ccc(C(F)(F)F)cn2)CC1	-2&-13	x
O=C1NN(c2ccccc2)C(=O)/C1=C/c1cccc(OCCOc2ccc([N+](=O)[O-])cc2)c1	3	27
Cc1cc2n(n1)CCCN2C(=O)CCC(=O)NCc1ccco1	-1	3
Cc1cc(C)cc(NC(=O)C2CC(=O)N(c3ccc(F)cc3)C2)c1 (centres undefined)	-2	-11
Cc1cc(C)nc(SCC(O)CN=Cc2ccc(N(C)C)cc2)n1 (centres undefined)	3	2
CCc1ccccc1NC(=O)N1CCC(N2CCN(Cc3ccc(C)cc3)C2=O)CC1	-3	14
O=C(CS(=O)(=O)c1cn(Cc2ccccc2Cl)c2ccccc12)N1CCCCCC1	-3	2
O=C(c1cc2c(s1)CCC(C(=O)N1CCOCC1)C2)N1CCOCC1 (centres undefined)	1	-9
CC(=O)Nc1ccc(-c2ccc(NC(C)=O)c(C)c2)cc1C	1	3
CCOC(=O)Cn1cnc2c(nnn2Cc2ccc(F)cc2)c1=O	-11	x
CCC1(CC)OC(c2ccc(N(C)C)cc2)Nc2ccccc21 (centres undefined)	1	11
C=CCN(C(=O)Cn1c(=O)n(-c2ccc(F)cc2)c(=O)c2sccc21)c1ccccc1	5	5
COc1ccc(CNC(=O)c2cc3cc4ccc(C)cc4nc3o2)c(OC)c1	-4	-3
CCCCN(CCCC)Cc1cc(=O)oc2cc(OC)ccc12	2	-52
Cc1ccc(C(=O)N2CCN(C(C(=O)N3CCC(C)CC3)C3CCCC3)CC2)cc1 (centres undefined)	-2	15
COc1ccccc1CN1CCN(C(=O)C2CCc3nc(N4CCCCC4)ncc3C2)CC1 (centres undefined)	1	20
Cc1nnc(-c2nnc(NCC(C)C)c3ccccc23)o1	1	-1
O=C(c1ccc(F)cc1)N1CCc2sc(C(=O)N3CCOCC3)cc2C1	-1	7
Cc1cc(OC(=O)CCCc2ccccc2)c([N+](=O)[O-])c(=O)[nH]1	-2	-4
CCc1ccc(NC(=O)C2CCCN(S(=O)(=O)c3ccc(Br)s3)C2)cc1 (centres undefined)	-1	-9
C=CCNC(=O)C1CC(c2ccccc2F)=NO1 (centres undefined)	5	-5
CCn1c(C2CCN(C(=O)CCCc3ccccc3)C2)nc2cccnc21 (centres undefined)	-8	4
Cc1ccc2ncnc(NCCCN3CCOCC3)c2c1	30	4
O=C(Cc1ccccc1)Nc1ccccc1I	-10	-4
COc1ccc(C(=O)Nc2c3c(nn2-c2cccc(C)c2C)CS(=O)(=O)C3)cc1	-1	0
Cc1ccc(NC(=O)c2cnccn2)c(C)c1	1	36
CS(=O)(=O)NCc1ccc2c(c1)OCO2	-5	0
Cc1nn(-c2ccc(C(=O)N3CCOCC3)cc2)c2c1C(=O)CC(C)(C)C2	1	-1
COCCN1C(=O)C(=O)C(=C(O)c2ccc(OC)cc2C)C1c1cc(OC)ccc1OC (centres undefined)	4	13
Cc1c(NC(=O)CN2C(=O)C3C4C=CC(C4)C3C2=O)ccc(Br)c1Cl (centres undefined)	0	3
O=C(c1cccs1)N1CCCC2(C1)Nc1ccccc1NC2=NC1CCCC1 (centres undefined)	0	22
CCNS(=O)(=O)c1cccnc1Nc1ccc(C)c(Cl)c1	0	-54
COc1ccccc1NC(=O)N1CCC(Cc2ccc(F)cc2)CC1	10	-17
CN(CC1(C)CCOCC1)C(=O)c1ccc2ccccc2n1	0	0
Cc1cccc(NC(=O)NCc2ccc3c(c2)cc(C)n3C)c1	-30	50*
COc1ccc2nc(-c3ccc(C)c(NS(=O)(=O)c4cc(C)ccc4OC)c3)cn2n1	-1	-7
O=C(CSCc1ccccc1)NCCS(=O)(=O)N1CCN(c2ncccn2)CC1	-6	-8
COCCCNc1ncnc2ccc(Br)cc12	1	-12&-8
CC(=O)NCCc1csc(C2CCN(C(=O)c3ccc(F)cc3)CC2)n1	0	11
O=C(c1cc(Sc2ccc(Cl)cc2)nc2ccccc12)N1CCC2(CC1)OCCO2	0	19
COc1ccc(CCC(=O)NC2CC(O)C(CO)C2)cc1 (centres undefined)	-6	-1
CCc1onc(C)c1C1CCCN1Cc1cc(OC)c(O)c(OC)c1 (centres undefined)	-3	-4
Cc1ccc(CNC(=O)c2cn3ccncc3n2)cc1	-4	-2
O=C1c2[nH]nc(-c3ccccc3)c2C(c2ccc([N+](=O)[O-])cc2)N1c1ccccc1 (centres undefined)	-1	40

Look-ups from above:
COc1ccc2nc(-c3ccc(C)c(NS(=O)(=O)c4cc(C)ccc4OC)c3)cn2n1 @ mHTT CaM bind: -7
CS(=O)(=O)NCc1ccc2c(c1)OCO2 @ Pf apPOL inh: -5
CC(=O)NCCc1csc(C2CCN(C(=O)c3ccc(F)cc3)CC2)n1 @ mHTT CaM bind: 11
Cc1ccc(CNC(=O)c2cn3ccncc3n2)cc1 @ Pf apPOL inh: -4

The list goes on:
SMILES	Pf apPOL inh	mHTT CaM bind
COc1ccc(Br)cc1C1SCCN1S(=O)(=O)c1ccc(C)c([N+](=O)[O-])c1 (centres undefined)	-2	20
CCNC(=O)N1CCCC(c2cccc(C(=O)NCc3ccccc3)c2)C1 (centres undefined)	-1	-8
Cc1ccc2c(Nc3cccc(Cl)c3)c(C(=O)N3CCOCC3)cnc2n1	-4	3
O=C(Nc1cccc(-c2ccc(N3CCOCC3)nn2)c1)c1cnn(-c2ccccc2)n1	4	2
O=C(Nc1ccc([N+](=O)[O-])cn1)C(c1ccccc1)c1ccccc1	-5	49
COc1ccc(CNC(=O)c2cc3c(s2)CN(C(C)C)C3)cc1OC	2	9
Cc1cccc(OCc2nnc(SCC(=O)Nc3c(C)cc(Br)cc3C)o2)c1	-9	0
Cc1c(-c2ccc(Cl)cc2)c(=O)oc2ccc(O)cc12	-11	-9
COc1cc2c(cc1OC)C(C)N(C(=O)c1nccnc1C(=O)O)CC2 (centres undefined)	-6	x
CCOC(=O)N1CCN(C(=O)c2noc3c2CCCCC3)CC1	2	-4
COc1ccc(NC(=O)CN2CCC3(CC2)N=C(c2cccc(C)c2)C(=O)N3)c(OC)c1	0	18
CCn1cc(Cl)c(C(=O)N2CC(c3nc(C4CC4)no3)C3(CCN(C)CC3)C2)n1 (centres undefined)	3	2
COc1ccc(Cn2c(SC)nc3c(sc4ccc([N+](=O)[O-])cc43)c2=O)cc1	-3	2
COc1cc(C2CC(=O)Oc3cc(C)cc(C)c32)cc(OC)c1OC (centres undefined)	-12	-2
Cc1ccccc1OCC(=O)Nc1cc(Cl)ccc1Cl	3	-14
O=C(NCc1ccccc1Cl)C1Oc2ccccc2NC1=O (centres undefined)	1	-3
COc1ccc(NC(=O)N2CCN(C3=CC4=NC(C)CN4C=N3)CC2)cc1Cl (centres undefined)	-2	3
COc1cccc(CNC(=O)C2(c3ccc(NC(=O)C(C)C)cc3)CCCCC2)c1	2	-5
N#Cc1cccc2c1-c1ccccc1C2=O	2	1
CCC(=O)N(C)CC(=O)N1N=C(c2cccs2)CC1c1ccc(Cl)cc1 (centres undefined)	-8	44

Shown bar-delimited: part of the list above.
SMILES | Pf apPOL inh | mHTT CaM bind
Cc1c(-c2ccc(Cl)cc2)c(=O)oc2ccc(O)cc12 | -11 | -9
CCC(=O)N(C)CC(=O)N1N=C(c2cccs2)CC1c1ccc(Cl)cc1 (centres undefined) | -8 | 44
N#Cc1cccc2c1-c1ccccc1C2=O | 2 | 1
Cc1ccc2c(Nc3cccc(Cl)c3)c(C(=O)N3CCOCC3)cnc2n1 | -4 | 3
O=C(NCc1ccccc1Cl)C1Oc2ccccc2NC1=O (centres undefined) | 1 | -3
COc1ccc(CNC(=O)c2cc3c(s2)CN(C(C)C)C3)cc1OC | 2 | 9
CCn1cc(Cl)c(C(=O)N2CC(c3nc(C4CC4)no3)C3(CCN(C)CC3)C2)n1 (centres undefined) | 3 | 2

Continued:
SMILES	Pf apPOL inh	mHTT CaM bind
CCC1COCCS(=O)(=O)N1Cc1ccc(F)cc1 (centres undefined)	-3	-4
CCn1cc(Cl)c(C(=O)N2CCC3(C2)NCc2ccccc2NC3=NC2CCCC2)n1 (centres undefined)	-1	12
Cc1ccc(N=Cc2cc(Cl)cc([N+](=O)[O-])c2O)c(O)c1	-4	56*
O=c1c(NCc2cccc(Cl)c2)nc2ccncc2n1Cc1ccccc1	-7	0
O=S(=O)(c1cccs1)N1CCN(c2ccc(F)cc2)CC1	3	0
CN(C)C=Nc1nnc(C(F)(F)F)s1	-6&-14	x
O=C(N1CCOCC1)C12CC3CC(C1)CC(c1ccccc1)(C3)C2	-1	-4
O=C(NCC(=O)N1N=C(c2ccccc2Cl)CC1c1ccccc1F)C1CCC1 (centres undefined)	-1	6
COc1cc(OC)c2nc(C)c3c(c2c1)SCC3	-24	x
COc1ccc(-n2nc(C(=O)Nc3cc(Cl)ccc3OC)c3ccccc3c2=O)c(OC)c1	4	-6
COc1ccc(SCCc2ccc(C)nc2)cc1	-14	-15
COc1ccc(Oc2c(C)oc3c(CN(C)C)c(O)ccc3c2=O)cc1	-6	-4
CCn1c2ccccc2c2cc(NC(=O)C(=O)N3CCOCC3)ccc21	1	13
